MPTP block – mitochondrial permeability transition pore inhibitors, primary screen, biochemical, isolated mouse mitochondria, absorbance; Ca2+ swelling absorbance, 30 min; inhibition, % at 10 µM; 360,000 tested, 1.4% active; AID 602449, 2012;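 active = inhibition of 50% or more, scaled per plate between neutral and stimulator controls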;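 also: 0% = DMSO wells given calcium and 100% = 1 mM EGTA wells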
CCR6 antag – CCR6 receptor antagonists, primary screen, cell-based, CHO-K1, luminescence, beta-arrestin, uHTS; 340,000 tested, 0.49% active; CHO-K1 CCR6 PathHunter beta-arrestin, CCL20-stimulated; inhibition, % at 20 µM;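 active = compounds whose inhibition of the agonist-driven luminescence signal at 20 µM reaches about 50%, limit read from the data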;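 also: cells stimulated with CCL20 at 14 nM final; plate controls were DMSO with CCL20 for no effect and DMSO without agonist for full effect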
Target sequence (P51684 whole entry, looked up): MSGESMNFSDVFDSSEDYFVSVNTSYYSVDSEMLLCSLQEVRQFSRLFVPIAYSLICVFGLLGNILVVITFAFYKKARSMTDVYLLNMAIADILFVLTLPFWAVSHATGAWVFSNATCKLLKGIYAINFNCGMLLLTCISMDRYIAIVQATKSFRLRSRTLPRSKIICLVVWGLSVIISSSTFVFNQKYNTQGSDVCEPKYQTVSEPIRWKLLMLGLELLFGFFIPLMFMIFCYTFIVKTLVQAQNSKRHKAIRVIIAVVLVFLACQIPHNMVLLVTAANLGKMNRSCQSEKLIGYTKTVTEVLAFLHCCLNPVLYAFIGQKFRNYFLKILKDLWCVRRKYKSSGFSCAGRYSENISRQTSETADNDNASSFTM
APOBEC3G inh – APOBEC3G DNA deaminase inhibitors, primary screen, biochemical, fluorescence, single-stranded DNA substrate, uHTS | inhibition, % at 20 µM | recombinant A3G, ssDNA deamination FAM/TAMRA fluorescence | 330,000 tested, 0.28% active;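 active = inhibition of at least 40% at 20 µM, with no more than 30% in the related APOBEC3A deaminase screen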;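 also: plate controls were DMSO wells with A3G for no effect and wells lacking A3G enzyme for full effect; some compounds called inactive have numbers as strong as hits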
Target sequence (Q9HC16 whole entry, looked up): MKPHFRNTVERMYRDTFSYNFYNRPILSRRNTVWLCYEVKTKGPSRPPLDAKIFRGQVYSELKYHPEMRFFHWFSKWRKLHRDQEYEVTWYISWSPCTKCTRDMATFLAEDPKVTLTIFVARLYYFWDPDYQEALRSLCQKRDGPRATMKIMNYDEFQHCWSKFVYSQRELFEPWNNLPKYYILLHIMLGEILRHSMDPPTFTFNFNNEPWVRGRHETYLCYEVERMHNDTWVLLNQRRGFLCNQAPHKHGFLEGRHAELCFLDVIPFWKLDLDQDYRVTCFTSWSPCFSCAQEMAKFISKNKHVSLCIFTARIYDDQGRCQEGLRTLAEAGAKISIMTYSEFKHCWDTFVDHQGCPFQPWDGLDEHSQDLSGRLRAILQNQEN
Gli-Sufu antag – Gli-Sufu pathway antagonists, primary screen, luciferase luminescence, Sufu-KO-LIGHT cells, uHTS; Sufu-KO-LIGHT fibroblasts, Gli luciferase reporter luminescence; inhibition, % at 5 µM; 340,000 tested, 0.74% active; AID 588413, 2011;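 active = inhibition above about 55%, limit read from the data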;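 also: 0% = DMSO-treated cells and 100% = wells with medium but no cells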
NR3A LBD binder – binders of NR3A ligand-binding domain, primary screen, biophysical, differential scanning fluorimetry, uHTS | 340,000 tested, 2.5% active | Tm shift relative to glycine control, % at 25 µM | Glutamate receptor ionotropic, NMDA 3A (GRIN3A) ligand-binding domain | NR3A LBD differential scanning fluorimetry, Tm shift; 0% = protein alone, 100% = glycine-bound protein;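 active = melting temperature shift of at least 10% of the positive control shift, at one fixed dose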
CXCR6 inh – CXCR6 receptor inhibitors, primary screen, cell-based, beta-arrestin, luminescence, CHO-K1 PathHunter, 1536-well; inhibition, % at 20 µM; AID 602244, 2012; 360,000 tested, 0.36% active; C-X-C chemokine receptor type 6 (Homo sapiens), O00574; in the data active = inhibition above about 34%, passing the limit was not always enough;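 also: antagonist mode with CXCL16 agonist at 10 nM final; 0% = 10 nM CXCL16 with DMSO and 100% = unstimulated wells without agonist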
Target sequence (O00574 whole entry, looked up): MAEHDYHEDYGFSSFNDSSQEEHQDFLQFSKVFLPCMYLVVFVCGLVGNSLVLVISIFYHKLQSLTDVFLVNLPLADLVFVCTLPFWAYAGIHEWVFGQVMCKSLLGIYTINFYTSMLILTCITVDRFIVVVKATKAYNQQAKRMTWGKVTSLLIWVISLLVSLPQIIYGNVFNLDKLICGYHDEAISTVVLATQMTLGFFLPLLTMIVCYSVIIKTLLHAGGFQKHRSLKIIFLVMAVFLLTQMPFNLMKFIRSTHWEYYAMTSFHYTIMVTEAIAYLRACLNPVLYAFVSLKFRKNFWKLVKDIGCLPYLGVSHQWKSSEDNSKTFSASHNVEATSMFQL
EBI2 block – EBI2 receptor antagonists, beta-arrestin recruitment, primary screen, cell-based, luminescence, 7a,25-OHC stimulation, uHTS; 7a,25-OHC stimulated; G-protein coupled receptor 183 (Homo sapiens), P32249; AID 651636, 2012; 360,000 tested, 0.81% active; inhibition, % at 5 µM; in the data active = inhibition above about 38%;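 also: enzyme fragment complementation signal reports receptor beta-arrestin coupling in cells; 0% = agonist plus DMSO wells and 100% = wells without agonist; some results beyond the cut were filed as inactive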
APOBEC3A inh – APOBEC3A ssDNA deaminase inhibitors, primary screen, selectivity assay for APOBEC3G inhibitor project, biochemical, FAM/TAMRA oligo cleavage fluorescence. DNA dC->dU-editing enzyme APOBEC-3A (Homo sapiens), P31941. recombinant A3A, FAM/TAMRA ssDNA deamination fluorescence. inhibition, % at 20 µM. 330,000 tested, 0.41% active;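 active = at least 40% inhibition at 20 µM here, with at most 30% in a related deaminase screen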;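 also: plate controls were A3A with DMSO for no effect and wells lacking A3A enzyme for full effect; some results filed as inactive read as strong as hits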
* = called active by the depositor; . = no result given. This is a random part of the collection; any-hit rate near 5.8%.

Sample of the layout, 2 compounds:
cpd	SMILES	MPTP block	CCR6 antag	APOBEC3G inh	Gli-Sufu antag	NR3A LBD binder	CXCR6 inh	EBI2 block	APOBEC3A inh
1	COc1ccc(CN(C(=O)c2cccc(OC)c2)C2CCS(=O)(=O)C2)cc1 (stereo not given)	1.8	9	0	0	-3	6	0	-1
2	Cc1noc(C)c1S(=O)(=O)Nc1c(C)n(C)n(-c2ccccc2)c1=O	-0.8	7	-2	2	0	-8	-3	1

The list itself, repeating the preview:
cpd	SMILES	MPTP block	CCR6 antag	APOBEC3G inh	Gli-Sufu antag	NR3A LBD binder	CXCR6 inh	EBI2 block	APOBEC3A inh
1	COc1ccc(CN(C(=O)c2cccc(OC)c2)C2CCS(=O)(=O)C2)cc1 (stereo not given)	1.8	9	0	0	-3	6	0	-1
2	Cc1noc(C)c1S(=O)(=O)Nc1c(C)n(C)n(-c2ccccc2)c1=O	-0.8	7	-2	2	0	-8	-3	1
3	COc1ccc[nH]c1=O	0.0	4	-1	-5	0	-14	-1	2
4	Cc1ccccc1S(=O)(=O)NCC1CCCO1 (stereo not given)	0.3	1	-6	-12	-2	2	-13	-9
5	COc1ccc(CNC(=O)CC2Sc3ccccc3NC2=O)cc1 (stereo not given)	-3.0	9	-9	1	0	-9	-4	2
6	COc1ccc(C(CNC(=O)c2cc(S(=O)(=O)NCc3ccco3)ccc2C)N(C)C)cc1 (stereo not given)	-1.8	-6	-3	-4	0	-6	-3	0
7	COc1cc(Cl)cc(/C=N/NC(N)=O)c1O	-2.1	3	-5	-2	-1	4	-13	0
8	CCc1sc(/C=C(/C#N)C(N)=S)cc1[N+](=O)[O-]	3.9	2	.	6	2	10	6	.
9	CN(CC(=O)Nc1ccc(F)cc1)C(=O)COC(=O)c1cc(S(=O)(=O)N(C)C)ccc1N1CCCC1	2.7	7	7	2	1	7	-8	-2
10	CN1C(=O)C2(C(C#N)=C(N)Oc3c2oc(CO)cc3=O)c2ccccc21 (stereo not given)	1.5	5	-8	-3	-1	-5	6	-3
11	O=C(CN1CCN(c2ccc(F)cc2)CC1)Nc1cccc(C(F)(F)F)c1	1.1	4	4	2	-4	6	-6	1
12	O=C(COc1ccc([N+](=O)[O-])cc1)NCC(c1cccs1)N1CCOCC1 (stereo not given)	0.2	13	-3	-3	0	4	3	0
13	COc1ccc(N=Nc2[nH]c3ccc(C)cc3c2O)cc1	1.3	7	21	12	-5	-3	20	75*
14	Cc1oc(-c2ccc(F)cc2)nc1CN1CCCC(C(=O)N2CCOCC2)C1 (stereo not given)	-1.5	6	-4	-6	0	5	2	-3
15	CCOC(=O)Nc1ccc2c(c1)ncn2C1CCCCC1	-0.3	0	-2	-39	-2	-6	-1	-3
16	S=C(NCc1ccc(Cl)cc1)NC1CCCCC1	68*	11	-9	-5	-2	-6	3	-6
17	CCC1SC(=Nc2cccc(C)c2)NC1=O (stereo not given)	0.3	-13	-2	-3	0	-2	-9	-5
18	Fc1ccc(NC(=S)NCc2cccnc2)cc1	0.6	8	-4	2	-1	-8	-8	-1
19	CN1CCc2c(sc3c2c(=O)n(-c2ccccc2)c2n[nH]c(=S)n32)C1	0.6	10	15	-2	-1	3	-4	1
20	CCCN(C(=O)CCSc1ccc(F)cc1)c1c(N)n(Cc2ccccc2)c(=O)[nH]c1=O	-0.6	-8	-5	5	1	5	-20	-6
21	Cc1ccc(S(=O)(=O)Nc2ccc(C(=O)NC3CC3)cc2)cc1	-1.9	6	-1	-6	-2	0	-18	6
22	CC(C)c1ccc(NC(=O)C(c2ccccc2)N2CCOCC2)cc1 (stereo not given)	-1.3	4	-7	-5	-1	1	0	-2
23	CNC[C@H]1Oc2c(NC(=O)c3ccc(-c4nccs4)cc3)cccc2C(=O)N([C@@H](C)CO)C[C@@H]1C	1.9	0	-5	-2	1	-7	-15	-1
24	Cn1c(SCC(=O)NC(=O)NCc2ccco2)nnc1-c1ccccc1	-4.8	16	19	-2	-2	0	-9	20
25	CCOC(=O)C(=CNc1ccc(NC2=NCC(C)(C)S2)cc1)C(=O)OCC	0.7	-10	-9	-4	1	-1	-27	-2
26	Cc1ccc(/C=N/NC(=O)c2cccc(NC(=O)c3ccccc3C)c2)o1	-1.4	0	-7	-10	-3	-2	4	-3
27	O=C(c1cccc([N+](=O)[O-])c1)c1ccc2[nH]c(=O)[nH]c2c1	2.0	-9	3	1	2	-7	5	9
28	CCN(CC(=O)Nc1c(F)cccc1F)C(=O)COc1ccc2c(c1)CCC2	-1.3	16	-6	1	2	6	-7	-2
29	COc1ccc(/C=C2\SC(=S)N(CC(=O)N(C)C3CCS(=O)(=O)C3)C2=O)cc1 (stereo not given)	-1.3	15	-8	-21	2	0	-11	-10
30	CC1Cc2ccccc2N1Cc1cc(=O)c(OCC(=O)Nc2ccccc2)co1 (stereo not given)	-0.3	15	0	6	-2	-3	9	1
31	COc1ccc(N2CCN(C(=O)COC(=O)Cc3ccc(F)cc3)CC2)cc1	0.4	9	-9	3	0	3	-8	-3
32	CCOC(=O)c1c(O)c2c(n(Cc3ccco3)c1=O)CCCC2	17	-9	-4	-2	0	-3	-14	0
33	O=C(O)c1ccccc1/C=N/NC(=O)c1cc(-c2ccco2)nc2ccccc12	2.1	18	76	7	-2	4	-1	76
34	O=C(CSc1ncccn1)Nc1ccc(N2CCOCC2)cc1	-4.6	-10	3	0	1	-3	-2	2
35	CCN(CC)c1ccc(/C=C/C(=O)C2C(=O)C=C(C)OC2=O)cc1 (stereo not given)	2.5	24	-23	-72	0	2	-6	-12
36	Cc1cc(C)nc(SCC(=O)NC(=O)c2ccccc2O)n1	0.0	-2	2	3	0	-8	1	-1
37	Cc1n[nH]c(C)c1CCCOc1ccccc1	-0.5	1	-1	0	-4	-6	-5	4
38	O=C(Nc1nnc(C2CC2)s1)c1cc(S(=O)(=O)N2CCCCC2)ccc1N1CCOCC1	-0.8	15	0	1	0	-13	-2	3
39	O=C(Cn1cc(C(F)(F)F)ccc1=O)Nc1cc(S(=O)(=O)N2CCOCC2)ccc1Cl	-0.3	10	-3	-4	-2	-1	-4	6
40	O=C(O)c1cccc(COc2ccc3c(c2)CCC3)c1	0.0	13	-5	-173	0	6	0	13
41	COc1cccc(/C=N/NC(=O)c2nnn(-c3nonc3N)c2CN(C)c2ccccc2)c1	-0.9	-26	-9	-9	20*	-1	-19	-7
42	Cc1ccccc1C(=O)c1cccn1CC(=O)NCc1cccc(Cl)c1	-0.2	14	2	-11	0	-2	-7	1
43	COc1cccc(CN(CC(=O)NCC2CCCO2)C(=O)CCC(=O)Nc2cc(C)on2)c1 (stereo not given)	6.8	4	-3	21	-3	3	-5	-3
44	COC(=O)Cn1c(CN2CCOCC2)nc2c1c(=O)n(C)c(=O)n2C	-0.8	9	-7	3	-1	-1	-6	-3
45	CCN(CC)S(=O)(=O)c1ccc(NCc2ccccc2)nc1	-2.0	7	1	-4	0	-2	7	3
46	COc1cccc(C(=O)CSc2nnnn2C)c1	0.0	-4	-5	-9	-1	6	-2	-3
47	COCCN1Cc2cccc(C(=O)Nc3cccnc3)c2C1=O	3.4	-15	-5	-15	3	-3	-8	-1
48	Cc1cc(C)c2c(=O)[nH]c(SCC(=O)Nc3ccccc3)nc2n1	-2.1	-1	-4	-24	-1	-9	-2	1
49	CSCC[C@H](NC(=O)[C@@H]1Cc2ccccc2CN1)C(=O)Nc1cccc(C)c1	0.7	10	-1	-32	-1	0	5	-3
50	CC1CCCCN1CCNC(=O)CC1Oc2ccccc2NC1=O (stereo not given)	-0.8	5	-4	-1	0	-1	-6	1
51	CCCCN(C(=O)COC(=O)c1ccc(C)s1)c1c(N)n(CCC)c(=O)[nH]c1=O	-1.6	3	-4	5	-2	-8	-5	1
52	O=C(CSc1ccccc1)NCCCc1ccccc1	-2.6	-12	-2	7	-4	3	4	3
53	Cc1cc(C(=O)NCC(=O)Nc2c(C)cccc2C)c2ccccc2n1	1.7	7	-9	3	0	-2	6	-7
54	Cc1ccc(C)c(-n2nnnc2SCC(=O)c2ccc3c(c2)NC(=O)CO3)c1	3.6	26	-2	-4	-3	-4	41	1
55	CC(Oc1ccc(Br)cc1)C(=O)NCC(c1ccco1)N1CCCCC1 (stereo not given)	-0.6	17	-9	-1	1	2	-2	-1
56	O=C(CSc1nnc(-c2ccncc2)n1-c1ccc(Cl)cc1)Nc1ccc(C(=O)O)cc1	0.4	3	-9	0	0	9	4	-4
57	CN(C)CCNC(=O)Cn1ccc2cc(S(=O)(=O)N3CCCCCC3)ccc21	-2.6	-15	-3	3	0	-1	-1	-3
58	Cc1cccn2c(=O)c(/C=C(\C#N)C(=O)NCc3ccccc3)c(N3CCC(C(N)=O)CC3)nc12	1.3	3	3	4	4	9	-6	1
59	CCOc1cc(CNC(=O)CN2C(=O)c3ccccc3S2(=O)=O)ccc1OC	0.9	10	-5	8	2	4	-4	-3
60	O=C(CNS(=O)(=O)c1ccccc1)OCC(=O)c1ccc(F)cc1	0.3	8	2	-7	-1	2	-7	-3

Going on with the list:
cpd	SMILES	MPTP block	CCR6 antag	APOBEC3G inh	Gli-Sufu antag	NR3A LBD binder	CXCR6 inh	EBI2 block	APOBEC3A inh
61	COC(=O)CCCCCNc1ccc(C(=O)OC)cc1N	-5.2	11	-2	1	0	1	6	-1
62	O=C(Cc1ccc(F)cc1)Nc1ccccc1N1CCCC1	-0.4	20	-1	3	0	8	6	-1
63	CCOC(=O)/C(C#N)=C/C1=C(N2CCOCC2)C(C)(C)OCC1	1.3	3	-4	5	2	1	-7	-1
64	O=C(NC1CCCCCC1)C1CCN(S(=O)(=O)N2CCC3(CC2)OCCO3)CC1	0.1	9	0	-5	-3	-1	-1	1
65	C=CCNC(=S)Nc1ccc2cn[nH]c2c1	-0.1	-4	-2	10	1	11	8	2
66	COc1cnc(N(C)C)nc1Sc1ccc(Cl)cc1	-0.4	0	3	-5	3	-4	10	2
67	Cc1ccc(CSc2nnc(CC(=O)Nc3ccc(C)cc3)n2C)cc1	2.6	-7	11	-3	-1	5	9	33
68	CSCC[C@H](NC(=O)OC(C)(C)C)C(=O)N/N=C/c1cccc2nccnc12	1.4	13	0	3	0	2	0	4
69	CC(C)CC(NC(=O)OC(C)(C)C)C(=O)O (stereo not given)	2.4	10	-3	1	0	-3	-4	-4
70	CCc1nc2ccccc2c(C(=O)OCc2nc3ccccc3c(=O)[nH]2)c1C	0.1	-3	-5	-5	-4	2	11	0
71	COc1ccc(NC(=O)CCNC(=O)C2CCN(S(=O)(=O)c3ccc(OC)cc3)CC2)cc1	-0.7	9	-5	-6	0	-6	12	-5
72	CC1C=CCC2C(=O)N(c3cccc(C(=O)Nc4ccc(F)cc4)c3)C(=O)C12 (stereo not given)	0.5	4	-5	-22	-2	0	-14	0
73	CC(C)(C)c1ccc(C(=O)N/C(N)=N/c2nc3ccccc3o2)cc1	9.0	16	0	5	-3	-8	8	-2
74	COC(=O)c1c(C)nc2nonc2c1N	-0.6	-10	-15	-5	4	4	-6	-1
75	O=C(CO/N=C/c1ccc(OC(F)F)cc1)NC1CCCC1	-4.9	17	4	-1	4	-3	24	4
76	COc1ccccc1C(=O)NC(CCSC)C(=O)N1CCN(C(C)=O)CC1 (stereo not given)	-0.7	-12	-2	-1	-1	2	-4	-3
77	COc1ccc(Br)cc1-c1nc2c(c(=O)[nH]c(=O)n2Cc2ccccc2)n1C	2.7	18	4	-8	4	14	10	-3
78	CN1C2CCC1CC(N(CCc1ccccc1)C(=O)c1ccc(Cl)cc1)C2 (stereo not given)	0.9	4	1	5	0	4	8	-2

High-throughput results from PubChem.
